Screens: PubChem BioAssay, Johns Hopkins Ion Channel Center
MrgX1 antag = antagonists of human MrgX1 receptor; Q96LB2; MRGX1-HEK293 calcium flux, Fluo-4, BAM8-22 antagonism; stronger effect = lower value; B-score at 10 µM; 310,000 tested, 1.3% active;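 active means calcium-response B-score plate-corrected more than 3 library SD below zero, starting fluorescence within 5 deviations, no agonist response on first addition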;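 further: peak minus trough fluorescence over baseline after final BAM8-22 challenge near maximal dose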
TRPC6 inhibitor = blocks the mouse TRPC6 cation channel; Q61143; HEK293-TRPC6, membrane potential dye, ACh-evoked depolarization; stronger effect = lower value; B-score at 10 µM; 310,000 tested, 1.1% active; AID 2553;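 active means B-score under library mean minus 3 SD, initial fluorescence not abnormally high, positive integrated signal ratio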;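 further: B-score derived from integrated fluorescence ratio over the kinetic read; more negative B-score means stronger inhibition of depolarization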
TRPC4 act = opens the mouse TRPC4 cation channel; Q9QUQ5; HEK293 TRPC4beta/mu-opioid, Fluo4 calcium fluorescence; stronger effect = higher value; B-score at 10 µM; 310,000 tested, 0.49% active; AID 2237;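 active means B-score above 5 SD of library B-scores, and initial fluorescence ratio not above library mean plus 5 SD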;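 further: positive B-score marks a calcium rise read as TRPC4 activation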
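Assay system: HEK293 stable line with TRPC4beta plus mu-opioid receptor; schedule: 45 min room-temperature Fluo4 loading, 110 s read; technique: kinetic Fluo4 calcium fluorescence; evaluation: integrated baseline-normalised fluorescence ratio, converted to per-well B score; controls: buffer (low) and maximal DAMGO (high)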
RGS4 inh = human RGS4 inhibition. HEK293 M3R/RGS4 inducible, Fluo-4 calcium flux; stronger effect = higher value; triggered by carbachol at its EC20. B-score at 10 µM. 310,000 tested, 0.45% active. AID 463165. P49798;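 active means B-score, a plate-corrected calcium signal, over three deviations above library mean, with baseline fluorescence within five deviations of library mean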;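 further: RGS4 expression induced by doxycycline in cells with stable M3 receptor; B-score is computed from the integrated fluorescence ratio over baseline after carbachol; higher B-score means a larger calcium signal and so more RGS4 inhibition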
ANO1 block = blocks the mouse calcium-activated chloride channel TMEM16A; AID 588511; Q8BHY3; HEK293 TMEM16A/YFP iodide influx fluorescence, ionomycin; 310,000 tested, 1.2% active; normalized B-score (activity score, 25-100; higher = stronger inhibition) at 10 µM;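 active means ratio plate-corrected score three or more library SD toward inhibition, starting fluorescence score within five deviations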;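 further: score derived from kinetic fluorescence span divided by baseline fluorescence per well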
Target sequence (Q8BHY3 whole entry, looked up): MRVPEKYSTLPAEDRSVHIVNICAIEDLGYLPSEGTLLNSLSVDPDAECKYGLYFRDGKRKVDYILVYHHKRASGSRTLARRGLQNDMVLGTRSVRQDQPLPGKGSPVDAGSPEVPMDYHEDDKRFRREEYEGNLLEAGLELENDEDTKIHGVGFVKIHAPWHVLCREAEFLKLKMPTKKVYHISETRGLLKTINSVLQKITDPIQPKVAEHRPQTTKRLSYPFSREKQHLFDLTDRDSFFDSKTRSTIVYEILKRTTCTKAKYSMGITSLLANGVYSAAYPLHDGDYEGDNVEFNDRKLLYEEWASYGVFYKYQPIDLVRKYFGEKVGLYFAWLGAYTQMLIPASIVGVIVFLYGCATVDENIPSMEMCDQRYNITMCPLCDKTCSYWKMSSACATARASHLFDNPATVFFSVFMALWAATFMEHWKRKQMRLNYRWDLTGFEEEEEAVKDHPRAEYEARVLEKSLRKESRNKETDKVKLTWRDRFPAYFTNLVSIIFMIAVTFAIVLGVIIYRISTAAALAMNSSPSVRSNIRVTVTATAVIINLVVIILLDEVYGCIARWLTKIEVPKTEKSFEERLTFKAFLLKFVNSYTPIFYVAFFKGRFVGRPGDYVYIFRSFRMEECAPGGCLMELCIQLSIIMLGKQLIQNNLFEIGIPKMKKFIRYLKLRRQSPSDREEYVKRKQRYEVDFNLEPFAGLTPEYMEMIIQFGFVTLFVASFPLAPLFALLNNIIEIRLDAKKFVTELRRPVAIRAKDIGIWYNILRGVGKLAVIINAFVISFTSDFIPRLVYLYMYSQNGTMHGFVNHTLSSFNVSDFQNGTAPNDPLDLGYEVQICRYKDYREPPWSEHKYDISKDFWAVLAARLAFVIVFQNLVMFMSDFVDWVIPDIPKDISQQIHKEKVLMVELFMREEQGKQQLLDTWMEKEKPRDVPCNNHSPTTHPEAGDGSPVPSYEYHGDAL
TRPC4 PAM = TRPC4 (mouse) allosteric potentiation; HEK293 TRPC4beta/mu-opioid, DAMGO EC20, Fluo-4 Ca2+ flux; stronger effect = higher value; B-score at 10 µM; 310,000 tested, 0.42% active; AID 2227;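 active means B-score of calcium response area above 5 SD of library B-scores, with initial fluorescence ratio within 5 SD of library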;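 further: B-score of integrated fluorescence ratio over time as area under calcium response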
MrgX1 agonist = human MrgX1 receptor agonism, primary screen. B-score at 10 µM. 310,000 tested, 0.44% active. MrgX1-HEK293 cells, Fluo-4 calcium fluorescence, agonist mode; stronger effect = higher value. AID 588627;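 active means calcium response B-score plate-corrected fluorescence ratio at least 3 library SD, with starting fluorescence B-score inside 5 SD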
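System: HEK293 cells stably expressing human MrgX1 receptor; Dosing: test compound in the initial addition of three; Schedule: overnight plating, then 30 min 37 °C plus 30 min room-temperature dye loading; Detection: kinetic calcium dye fluorescence, Fluo-4 NW; Controls: per-plate positive and negative controls for Z′ factor.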
TRPC6 activator = activates the mouse TRPC6 cation channel | HEK293-TRPC6 membrane potential dye fluorescence; stronger effect = higher value | Q61143 | B-score at 10 µM | 310,000 tested, 0.13% active;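 active means B-score of the integrated fluorescence ratio above library mean plus 3 SD, and starting fluorescence ratio within library mean plus 5 SD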;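 further: higher score means more depolarization so channel activation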
MrgX1 PAM = human MrgX1 positive allosteric modulation, primary screen. B-score at 10 µM. 310,000 tested, 0.63% active. MrgX1-HEK293, Fluo-4 calcium flux, FDSS; stronger effect = higher value;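 active means plate-corrected calcium response at least 3 library SD above typical, normal starting fluorescence, not activating the receptor alone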;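 further: compound read alongside a low EC10 to EC30 dose of BAM8-22 agonist; peak minus trough fluorescence over baseline measured at the second addition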
TRPC4 inh = TRPC4 (mouse) channel inhibition | B-score at 10 µM | 300,000 tested, 0.39% active | HEK293 TRPC4beta/mu-opioid, DAMGO-evoked Fluo4 calcium flux; stronger effect = lower value | AID 2247 | Q9QUQ5;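 active means B-score over 3 SD under the library average, no early fluorescence shift, positive overall ratio signal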
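Test system – stable TRPC4beta/mu-opioid receptor HEK293 cells · Probe or stimulus – DAMGO, a submaximal dose followed by a maximal one · Dosing – one concentration per compound · Signal – Fluo4 calcium fluorescence by kinetic imaging, 5 s 1 Hz baseline · Evaluation – per-well B score of integrated baseline-normalized Fluo4 ratio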
ANO1 activ = activates or potentiates the mouse TMEM16A chloride channel. Q8BHY3. HEK293 TMEM16A/YFP-H148Q/I152L, iodide quench fluorescence; stronger effect = lower value. B-score at 10 µM. 340,000 tested, 0.3% active. AID 623877;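 active means fluorescence-ratio B-score plate-corrected deviation score at least 3 library SD below zero, with starting fluorescence score within 5 deviations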;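 further: channel opened by trigger with iodide after compound preincubation; score built on the fluorescence ratio of max minus min over baseline; more negative score means more quench and so TMEM16A activation or potentiation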
Calls only.

For O=C(COC(=O)C1=COCCO1)Nc1cccc(Oc2ccccc2)c1 the results were MrgX1 antag inactive, TRPC6 inhibitor inactive, TRPC4 act inactive, RGS4 inh inactive, ANO1 block inactive, TRPC4 PAM inactive, MrgX1 agonist inactive, TRPC6 activator inactive, MrgX1 PAM inactive, TRPC4 inh inactive and ANO1 activ inactive.
Cc1ccc(NC(=O)OCCN2CCN(S(=O)(=O)c3ccc(C)cc3)CCC2=O)cc1 was read as MrgX1 antag inactive, TRPC6 inhibitor inactive, TRPC4 act inactive, RGS4 inh inactive, ANO1 block inactive, TRPC4 PAM inactive, MrgX1 agonist inactive, TRPC6 activator inactive, MrgX1 PAM inactive, TRPC4 inh inactive and ANO1 activ inactive.
CC(C)C(=O)Nc1cccc(C(=O)N2CCCCC2C)c1 (stereo not given) was read as MrgX1 antag inactive, TRPC6 inhibitor inactive, TRPC4 act inactive, RGS4 inh inactive, ANO1 block inactive, TRPC4 PAM inactive, MrgX1 agonist inactive, TRPC6 activator inactive, MrgX1 PAM inactive and TRPC4 inh inactive.
`COc1ccc(OC)c(C2/C(=C(/O)c3cnn(-c4ccccc4)c3C)C(=O)C(=O)N2CCN(C)C)c1` (stereo not given) gave MrgX1 antag inactive, TRPC6 inhibitor inactive, TRPC4 act inactive, RGS4 inh inactive, ANO1 block inactive, TRPC4 PAM inactive, MrgX1 agonist inactive, TRPC6 activator inactive, MrgX1 PAM inactive, TRPC4 inh inactive and ANO1 activ inactive.
CCCN(CCC)C(=O)Cn1c(=O)n(CCCCC(=O)NC2CCCC2)c(=O)c2ccccc21 was read as MrgX1 antag inactive, TRPC6 inhibitor inactive, TRPC4 act inactive, RGS4 inh inactive, ANO1 block inactive, TRPC4 PAM inactive, MrgX1 agonist inactive, TRPC6 activator inactive, MrgX1 PAM inactive, TRPC4 inh inactive and ANO1 activ inactive.
For Cn1c(C(=O)N[C@@H](Cc2ccccc2)C(=O)O)cc2cc(Cl)ccc21 the results were MrgX1 antag inactive, TRPC6 inhibitor inactive, TRPC4 act inactive, RGS4 inh inactive, ANO1 block inactive, TRPC4 PAM inactive, MrgX1 agonist inactive, TRPC6 activator inactive, MrgX1 PAM inactive, TRPC4 inh inactive and ANO1 activ inactive.
Screening COC(=O)c1ccc(CSc2nnc(NC(C)C)s2)o1 returned MrgX1 antag inactive, TRPC6 inhibitor inactive, TRPC4 act inactive, RGS4 inh inactive, ANO1 block inactive, TRPC4 PAM inactive, MrgX1 agonist inactive, TRPC6 activator inactive, MrgX1 PAM inactive, TRPC4 inh inactive and ANO1 activ inactive.
`CC(=O)N1CC(C)Oc2ccc(S(=O)(=O)NC(CC(=O)O)c3ccc(C)cc3C)cc21` (stereo not given) gave MrgX1 antag inactive, TRPC6 inhibitor inactive, TRPC4 act inactive, RGS4 inh inactive, ANO1 block inactive, TRPC4 PAM inactive, MrgX1 agonist inactive, TRPC6 activator inactive, MrgX1 PAM inactive, TRPC4 inh inactive and ANO1 activ inactive.
Screening CC(=O)Nc1ccc(S(=O)(=O)N2CCN(C(=O)c3ncoc3-c3ccc(C)cc3)CC2)cc1 returned MrgX1 antag inactive, TRPC6 inhibitor inactive, TRPC4 act inactive, RGS4 inh inactive, ANO1 block inactive, TRPC4 PAM inactive, MrgX1 agonist inactive, TRPC6 activator inactive, MrgX1 PAM inactive, TRPC4 inh inactive and ANO1 activ inactive.
Screening Cc1cccn2c(=O)c(C=O)c(Nc3ccc(S(N)(=O)=O)cc3)nc12 returned MrgX1 antag inactive, TRPC6 inhibitor inactive, TRPC4 act inactive, RGS4 inh inactive, ANO1 block inactive, TRPC4 PAM inactive, MrgX1 agonist inactive, TRPC6 activator inactive, MrgX1 PAM inactive, TRPC4 inh inactive and ANO1 activ inactive.
Screening Cc1c(OCC(=O)N2C[C@H]3C[C@@H](C2)c2cccc(=O)n2C3)ccc2c3c(c(=O)oc12)CCC3 returned MrgX1 antag inactive, TRPC6 inhibitor inactive, TRPC4 act inactive, RGS4 inh inactive, ANO1 block inactive, TRPC4 PAM inactive, MrgX1 agonist inactive, TRPC6 activator inactive, MrgX1 PAM inactive, TRPC4 inh inactive and ANO1 activ inactive.
For O=C(CCS(=O)(=O)Cc1ccccc1)Nc1nncs1 the results were MrgX1 antag inactive, TRPC6 inhibitor inactive, TRPC4 act inactive, RGS4 inh inactive, ANO1 block inactive, TRPC4 PAM inactive, MrgX1 agonist inactive, TRPC6 activator inactive, MrgX1 PAM inactive, TRPC4 inh inactive and ANO1 activ inactive.
`COc1cccc(CNC(=O)c2ccc(CS(=O)Cc3ccc(C)cc3)o2)c1` (stereo not given) gave MrgX1 antag inactive, TRPC6 inhibitor inactive, TRPC4 act inactive, RGS4 inh inactive, ANO1 block inactive, TRPC4 PAM inactive, MrgX1 agonist inactive, TRPC6 activator inactive, MrgX1 PAM inactive, TRPC4 inh inactive and ANO1 activ inactive.
For CC(c1ccccc1)N1CCc2[nH]c(=S)[nH]c(=O)c2C1 (stereo not given) the results were MrgX1 antag inactive, TRPC6 inhibitor inactive, TRPC4 act inactive, RGS4 inh inactive, ANO1 block inactive, TRPC4 PAM inactive, MrgX1 agonist inactive, TRPC6 activator inactive, MrgX1 PAM inactive, TRPC4 inh inactive and ANO1 activ inactive.
CCN(C(=O)c1ccc2c(c1)OCO2)C1CCS(=O)(=O)C1 (stereo not given) was read as MrgX1 antag inactive, TRPC6 inhibitor inactive, TRPC4 act inactive, RGS4 inh inactive, ANO1 block inactive, TRPC4 PAM inactive, MrgX1 agonist inactive, TRPC6 activator inactive, MrgX1 PAM inactive, TRPC4 inh inactive and ANO1 activ inactive.
N#Cc1nc(COc2ccccc2)oc1N1CCCCC1 was read as MrgX1 antag inactive, TRPC6 inhibitor inactive, TRPC4 act inactive, RGS4 inh inactive, ANO1 block inactive, TRPC4 PAM inactive, MrgX1 agonist inactive, TRPC6 activator inactive, MrgX1 PAM inactive, TRPC4 inh inactive and ANO1 activ inactive.
For CC(=O)c1ccc(OC(=O)Cc2cccc3ccccc23)cc1 the results were MrgX1 antag inactive, TRPC6 inhibitor inactive, TRPC4 act inactive, RGS4 inh inactive, ANO1 block inactive, TRPC4 PAM inactive, MrgX1 agonist inactive, TRPC6 activator inactive, MrgX1 PAM inactive, TRPC4 inh inactive and ANO1 activ inactive.
COc1ccc2cc(S(=O)(=O)NCc3cccnc3)ccc2c1 was read as MrgX1 antag inactive, TRPC6 inhibitor inactive, TRPC4 act inactive, RGS4 inh inactive, ANO1 block inactive, TRPC4 PAM inactive, MrgX1 agonist inactive, TRPC6 activator inactive, MrgX1 PAM inactive, TRPC4 inh inactive and ANO1 activ inactive.
`COC(=O)CCCNC(=O)CC1C(=O)NCCN1Cc1ccoc1` (stereo not given) gave MrgX1 antag inactive, TRPC6 inhibitor inactive, TRPC4 act inactive, RGS4 inh inactive, ANO1 block inactive, TRPC4 PAM inactive, MrgX1 agonist inactive, TRPC6 activator inactive, MrgX1 PAM inactive, TRPC4 inh inactive and ANO1 activ inactive.
Cc1c(O)ccc(NS(=O)(=O)c2ccccc2)c1C was read as MrgX1 antag inactive, TRPC6 inhibitor inactive, TRPC4 act inactive, RGS4 inh inactive, ANO1 block inactive, TRPC4 PAM inactive, MrgX1 agonist inactive, TRPC6 activator inactive, MrgX1 PAM inactive, TRPC4 inh inactive and ANO1 activ inactive.
Screening Cc1ccc(C(C(=O)NC2CCCC2)N(C(=O)c2csnn2)C2CCCC2)o1 (stereo not given) returned MrgX1 antag inactive, TRPC6 inhibitor inactive, TRPC4 act inactive, RGS4 inh inactive, ANO1 block inactive, TRPC4 PAM inactive, MrgX1 agonist inactive, TRPC6 activator inactive, MrgX1 PAM inactive and TRPC4 inh inactive.
For CCOc1ccc(NC(=O)NC(C)CC)cc1 (stereo not given) the results were MrgX1 antag inactive, TRPC6 inhibitor inactive, TRPC4 act inactive, RGS4 inh inactive, ANO1 block inactive, TRPC4 PAM inactive, MrgX1 agonist inactive, TRPC6 activator inactive, MrgX1 PAM inactive, TRPC4 inh inactive and ANO1 activ inactive.
O=C(Cc1cccc(C(F)(F)F)c1)NCC(=O)Nc1cc(Cl)ccc1Cl was read as MrgX1 antag inactive, TRPC6 inhibitor inactive, TRPC4 act inactive, RGS4 inh inactive, ANO1 block inactive, TRPC4 PAM inactive, MrgX1 agonist inactive, TRPC6 activator inactive, MrgX1 PAM inactive, TRPC4 inh inactive and ANO1 activ inactive.
CCN1CCN(c2oc(COc3ccc(Cl)cc3)nc2C#N)CC1 was read as MrgX1 antag inactive, TRPC6 inhibitor inactive, TRPC4 act inactive, RGS4 inh inactive, ANO1 block inactive, TRPC4 PAM inactive, MrgX1 agonist inactive, TRPC6 activator inactive, MrgX1 PAM inactive, TRPC4 inh inactive and ANO1 activ inactive.
`N#Cc1cncc(-c2ccc3c(c2)OCCOCCOCCOCCOCCO3)n1` gave MrgX1 antag inactive, TRPC6 inhibitor inactive, TRPC4 act inactive, RGS4 inh inactive, ANO1 block inactive, TRPC4 PAM inactive, MrgX1 agonist inactive, TRPC6 activator inactive, MrgX1 PAM inactive, TRPC4 inh inactive and ANO1 activ inactive.
Screening COc1ccccc1NC(=O)Cn1cnc2c(cnn2-c2ccccc2)c1=O returned MrgX1 antag inactive, TRPC6 inhibitor inactive, TRPC4 act inactive, RGS4 inh inactive, ANO1 block inactive, TRPC4 PAM inactive, MrgX1 agonist inactive, TRPC6 activator inactive, MrgX1 PAM inactive, TRPC4 inh inactive and ANO1 activ inactive.
Cc1ccc(NS(=O)(=O)c2ccc3oc(=O)ccc3c2)cc1Cl was read as MrgX1 antag inactive, TRPC6 inhibitor inactive, TRPC4 act inactive, RGS4 inh inactive, ANO1 block inactive, TRPC4 PAM inactive, MrgX1 agonist inactive, TRPC6 activator inactive, MrgX1 PAM inactive, TRPC4 inh inactive and ANO1 activ inactive.
